AddAB inh: growth inhibition of E. coli expressing H. pylori AddAB, primary screen, AddAB inhibitor project, absorbance. 330,000 tested, 0.29% active. inhibition, % at 11.9 µM; in the data active means inhibition above about 12%;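 further: 0% = vehicle wells of infected cells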
PfHsp90 set2: growth inhibition of PfHsp90-expressing yeast, primary screen, antimalarial PfHsp90 inhibitor project, S. cerevisiae, BacTiter-Glo luminescence, single point, set 2 | BacTiter-Glo ATP, 48 h; yeast lacking PDR1 and PDR3 efflux regulators | inhibition, % at 9.4 µM | 310,000 tested, 0.32% active;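 active means every replicate shows inhibition above about 80%, whatever the replicate mean, limit read from the data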;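 further: 0% = DMSO neutral controls and 100% = 20 µM radicicol positive controls; yeast relying on Plasmodium falciparum Hsp90 in place of its own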
Tat export inh: E. coli Tat export inhibitors, primary screen, MC4100, TorA-mCherry reporter, fluorescence, single point; inhibition, % at 10 µM; 340,000 tested, 0.036% active; AID 488895, 2010;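 active means mean replicate inhibition at least 50% and at least half of replicates individually reaching 50%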;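 further: exported cargo escapes ClpAP degradation while cytoplasmic cargo is degraded and loses fluorescence; 0% = median of neutral control wells and 100% = median of NaSCN control wells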
HTR5A inv ctr: HTR5A inverse agonists in luminescence cell assay, primary screen, counter-screen for OPRM1-OPRD1 heterodimer inverse agonist project, full-deck HTS; 5-hydroxytryptamine receptor 5A (Homo sapiens), P47898; HTR5A cell line, inverse agonism; inhibition, % at 9.3 µM; 340,000 tested, 0.083% active; in the data active means inhibition mostly above about 23%, no sharp cut-off; inactive means mostly below about 18%;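 further: 0% = cells with DMSO and 100% = no-cell wells with DMSO; some compounds called inactive have numbers as strong as hits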
phage Ecoli inh: growth loss of phage-infected E. coli, primary screen, RecBCD inhibitor project, absorbance, with phage, HTS. inhibition, % at 11.9 µM. 360,000 tested, 0.26% active; in the data active means inhibition above about 11%
MOR-DOR ag: agonists of OPRM1-OPRD1 heterodimerization, primary screen, cell-based, luminescence; activation, % at 9.3 µM; cells; Mu-type opioid receptor (Homo sapiens) + Delta-type opioid receptor (Homo sapiens), …; AID 504326, 2011; 340,000 tested, 0.3% active; in the data active means activation above about 18%;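 further: 0% = vehicle-treated cells and 100% = reference agonist; values of inactives mirror those of a sister screen read the other way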
Target sequence (P35372 whole entry, looked up): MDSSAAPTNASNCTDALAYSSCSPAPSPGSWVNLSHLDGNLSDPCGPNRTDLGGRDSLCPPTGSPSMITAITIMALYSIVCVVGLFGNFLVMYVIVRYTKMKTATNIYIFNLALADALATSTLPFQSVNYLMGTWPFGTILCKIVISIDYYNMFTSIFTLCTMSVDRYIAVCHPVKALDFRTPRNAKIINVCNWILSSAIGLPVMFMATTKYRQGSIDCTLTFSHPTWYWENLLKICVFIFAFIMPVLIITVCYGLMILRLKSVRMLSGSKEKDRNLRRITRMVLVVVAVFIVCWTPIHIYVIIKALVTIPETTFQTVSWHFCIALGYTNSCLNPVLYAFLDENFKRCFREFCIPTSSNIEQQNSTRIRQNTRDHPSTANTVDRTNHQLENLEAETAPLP
Target sequence (P41143 whole entry, looked up): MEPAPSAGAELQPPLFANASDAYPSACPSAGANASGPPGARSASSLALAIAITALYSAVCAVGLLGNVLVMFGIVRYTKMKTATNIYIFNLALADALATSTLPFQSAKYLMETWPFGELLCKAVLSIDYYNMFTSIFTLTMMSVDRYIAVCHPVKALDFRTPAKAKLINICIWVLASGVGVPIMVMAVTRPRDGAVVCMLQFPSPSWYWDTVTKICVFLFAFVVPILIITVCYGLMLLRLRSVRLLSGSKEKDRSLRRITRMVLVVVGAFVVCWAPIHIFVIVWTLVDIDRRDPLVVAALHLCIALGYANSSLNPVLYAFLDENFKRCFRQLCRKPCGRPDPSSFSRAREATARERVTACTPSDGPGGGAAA
Mot1-301 SUMO: yeast Mot1-301 growth rescue at high temperature, primary screen, SUMOylation pathway inhibitor project, S. cerevisiae, ATP luminescence, 38.5C; S. cerevisiae Mot1-301 growth rescue; percent above DMSO median, 100 means doubled; growth rescue, % at 18.8 µM; 320,000 tested, 1% active; AID 2716, 2010;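 active means every valid replicate shows activation above 250% relative to neutral control wells; inactive means the rest, any valid replicate at or below 250%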;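 further: OY570 slx delta 5 strain wells were the positive control but not used for scaling; some compounds called inactive have numbers as strong as hits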
Ecoli viability: E. coli V3065 growth inhibition, primary screen, counter-screen for AddAB inhibitor project, absorbance, OD600; inhibition, % at 11.9 µM; 18 h; 330,000 tested, 0.27% active;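 active means inhibition above the campaign's mean inhibition across all tested compounds plus 3 SD, cut at about 9.9% in these data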;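 further: uninfected addAB+ strain grown without phage in ampicillin broth; 0% = DMSO wells and 100% = ciprofloxacin 0.95 µg/ml wells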
OPRM1-OPRD1 inv: inverse agonists of MOR-DOR heterodimerization, primary screen, cell-based, luminescence; Mu-type opioid receptor (Homo sapiens) + Delta-type opioid receptor (Homo sapiens), …; cell-based MOR-DOR heterodimer luminescence, inverse agonism; inhibition, % at 9.3 µM; 340,000 tested, 0.21% active; in the data active means inhibition above about 22%, passing the limit was not always enough;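 further: 0% = cells with DMSO and 100% = wells without cells with DMSO; values of inactives mirror those of a sister screen read the other way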
PKA-R2B act: activators of PKA-R2B holoenzyme, primary screen, biochemical, fluorescence polarization, Cy5-IP20, human | PKA-R2B holoenzyme dissociation; R2B truncated from residue 108, S112A mutant; 0% DMSO only, 100% 113 µM cGMP | AID 504700, 2011 | cAMP-dependent protein kinase catalytic subunit beta (Homo sapiens) + cAMP-dependent … | activation, % at 11.4 µM | 340,000 tested, 0.079% active;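 active means activation above a cutoff set at the mean over all compounds plus 3 SD, cut at about 18% in these data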;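 further: higher means more holoenzyme dissociation and a rise in polarization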
PKA-R1A act: activators of PKA-R1A holoenzyme, primary screen, biochemical, fluorescence polarization, Cy5-IP20, bovine R1A, mouse PKAc; cAMP-dependent protein kinase type I-alpha regulatory subunit (Bos taurus) + …; PKA-R1A dissociation; scaled: DMSO 0%, 113 µM cGMP 100%; activation, % at 11.4 µM; 340,000 tested, 0.083% active; AID 504707, 2011;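 active means percent activation above the mean of all tested compounds plus 3 SD, cut at about 19% in these data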;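 further: higher means more PKAc released from R1A so a rise in polarization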
Starred values were filed as active, the others as inactive; nt = not tested or not shown.

SMILES | AddAB inh | PfHsp90 set2 | Tat export inh | HTR5A inv ctr | phage Ecoli inh | MOR-DOR ag | Mot1-301 SUMO | Ecoli viability | OPRM1-OPRD1 inv | PKA-R2B act | PKA-R1A act
CCCC(=O)Nc1ccc(C(=O)N/N=C/c2ccc[nH]2)cc1 | 4.9 | 12.1 | -6.9 | -22.9 | 1.5 | -1.3 | 1.1 | -0.3 | 6.9 | 0.3 | 3.7
COc1cccc(C(=O)N2CCC(C(=O)NCc3ccco3)CC2)c1 | 0.3 | -21.2 | -17.8 | 7.2 | -2.6 | 0.9 | 206.8 | -0.4 | -5.0 | 1.4 | -6.0
COC(=O)CC(=O)CSc1nc2c(cc1C#N)CCC2 | -0.1 | 13.4 | -1.1 | 24.9 | -0.9 | 0.0 | 109.3 | -0.4 | -0.2 | -0.4 | -4.4
O=C(Nc1ccc(N2CCOCC2)cc1)c1cn2ccccc2n1 | -0.8 | 34.0 | 3.8 | -19.0 | 0.5 | -2.1 | -35.1 | -0.2 | 11.2 | -8.4 | 11.8
OCC1(Cc2ccccc2C(F)(F)F)CCN(Cc2cccc3cnccc23)CC1 | 2.6 | -1.3 | 5.2 | -11.5 | 0.9 | 0.5 | 146.4 | 0.9 | -2.5 | -2.5 | -2.5
Cc1c(NC(=O)c2coc(=O)c(Br)c2)c(=O)n(-c2ccccc2)n1C | 0.2 | -29.5 | -5.1 | 12.1 | 1.6 | -3.4 | 4.2 | 1.5 | 19.5 | -0.5 | 2.4
C=CCn1c(Cc2csc(N)n2)nnc1SCc1ccc(C(=O)OC)cc1 | 0.3 | -13.9 | -2.7 | 11.6 | 1.7 | -1.5 | -24.7 | -2.2 | 8.8 | 0.7 | 2.0
Cn1c(=O)c2[nH]c(N=NN3CCCCC3)nc2n(C)c1=O | nt | -2.1 | -0.4 | 17.0 | 2.4 | -2.1 | nt | nt | 10.7 | 4.3 | -7.8
Cn1cccc1C(=O)N1CCc2ccccc2C1 | 2.9 | 3.8 | 3.2 | -6.8 | 1.4 | -2.6 | 6.1 | -2.1 | 17.9 | -5.4 | -6.7
Cc1cccc(C(=O)OCC(=O)NCCN2C(=O)CSC2=O)c1[N+](=O)[O-] | 0.8 | -2.8 | -7.8 | -2.4 | 1.2 | -0.7 | 5.2 | 2.0 | 2.9 | 4.5 | 3.9
Nc1cc(=O)[nH]c(SCc2ccccc2Cl)n1 | 4.9 | -10.2 | 4.6 | -3.8 | 1.7 | -3.7 | 255.2 | 1.9 | 17.4 | 4.5 | 7.5
CCOC(=O)C1Oc2ccccc2C(c2cccc3ccccc23)=C1C(=O)OC (stereo unspecified) | 0.6 | -23.6 | -5.1 | 8.8 | 0.7 | -0.3 | nt | 0.5 | 1.4 | -0.5 | -1.8
Cc1ccc2cc(CN(CCN3CCOCC3)C(=O)NCc3ccccc3)c(=O)[nH]c2c1C | nt | -8.3 | 9.0 | -28.0 | -0.7 | 3.1 | nt | nt | -18.5 | 3.1 | 6.4
COCCN(C(=O)COC(=O)c1cc2ccccc2cc1O)c1c(N)n(Cc2ccccc2)c(=O)[nH]c1=O | 2.1 | 4.5 | 10.4 | 9.0 | 6.5 | 0.4 | -5.9 | 2.7 | -2.4 | -10.8 | -9.1
CN(C)CCCOc1nc2c(c(=O)n(C)c(=O)n2C)n1C | -1.1 | -13.7 | 2.7 | -15.1 | 2.9 | -0.6 | -11.7 | 1.5 | 3.1 | -4.2 | 5.5
Fc1ccc(NC(=S)N2CCCC(c3ccccc3)=N2)cc1 | -0.4 | -10.4 | -8.8 | -21.7 | -0.7 | 1.4 | 218.8 | -0.9 | -7.3 | 0.7 | -2.1
CCCCCCCNC(=O)C1(CC2CC(c3cccc(Br)c3)=NO2)CCN(C(=O)OC(C)(C)C)CC1 (stereo unspecified) | 2.6 | 12.7 | -1.3 | -1.0 | 3.0 | 0.6 | -6.5 | -1.6 | -3.6 | -20.6 | 5.6
Cc1ccc(S(=O)(=O)NCc2csc(-c3cccs3)n2)cc1 | 0.8 | 3.8 | 4.6 | 6.5 | 2.5 | -0.3 | 2.1 | 2.0 | 1.5 | -9.4 | 5.8
O=C(Nc1ccccc1N1CCOCC1)c1ccc(Cl)c(S(=O)(=O)NCc2ccco2)c1 | 4.1 | 14.7 | -2.5 | -1.9 | 3.0 | -3.4 | -0.4 | 1.6 | 17.9 | -11.5 | -11.2
COc1cc(OC)cc(-c2cc3nc(C)c(CCC(=O)O)c(=O)n3[nH]2)c1 | -2.6 | 15.2 | 7.2 | 6.8 | 0.8 | -0.9 | -8.5 | -2.0 | 4.4 | 5.6 | -13.3
CCOCCCNC(=O)c1oc2ccc3c(c2c1C)C(O)CC(C)(C)O3 (stereo unspecified) | nt | 16.1 | -5.6 | 14.6 | -1.0 | -2.2 | 450.1 | nt | 10.2 | 2.3 | 0.0
COC(=O)C1C(O)=CC(=O)CC1C (stereo unspecified) | 1.0 | -3.6 | -1.9 | -30.2 | 3.5 | -1.3 | -14.4 | 2.8 | 7.4 | -8.8 | -3.9
Cc1ccc(NC(=O)Cn2nc(C(=O)O)c3ccccc3c2=O)c([N+](=O)[O-])c1 | 1.7 | 3.3 | 5.0 | -32.3 | 1.6 | -0.1 | 17.1 | 2.5 | 0.5 | 8.9 | -0.9
Cc1cccc(CCNC(=O)CCS(=O)(=O)c2ccc(Br)cc2)c1 | 3.7 | 7.8 | 4.0 | 3.2 | 2.6 | 2.7 | -17.8 | 0.4 | -19.8 | -3.0 | -9.2
O=C(/C=C/c1cccc([N+](=O)[O-])c1)NC(=S)Nc1cccc(NC(=O)c2ccccc2Cl)c1 | 4.5 | -12.4 | -10.9 | 6.8 | 0.5 | -1.7 | -9.2 | 2.6 | 9.1 | -13.1 | -0.8
Cc1cc(Cl)ccc1OCC(=O)OCC(=O)NC1CCS(=O)(=O)C1 (stereo unspecified) | -1.3 | 7.7 | -6.6 | 13.8 | 2.9 | -3.0 | nt | -0.9 | 13.1 | 2.6 | -2.7
CCOC(=O)C1=C(C)OC(N)=C(C#N)C1c1cc(Cl)c(OCC(N)=O)c(OC)c1 (stereo unspecified) | 3.0 | -16.0 | -6.5 | -22.6 | 1.6 | -2.5 | nt | 0.1 | 14.1 | 2.2 | -9.5
COc1ccc(NS(=O)(=O)c2cc(C)ccc2OC)cc1OC | 1.7 | 12.0 | 4.7 | 3.7 | 2.1 | -0.4 | -14.5 | 0.3 | 1.8 | -5.1 | -7.6
O=C(O)C[C@H]1c2cc(C(F)(F)F)ccc2S(=O)(=O)N1C1CCCCC1 | 0.6 | nt | 7.0 | -17.5 | 3.0 | -0.9 | -11.9 | -2.2 | 4.7 | -1.5 | 3.6
CCc1ccc(-c2nn(Cc3ccccc3)cc2C(=O)NCC2CCCO2)cc1 (stereo unspecified) | 3.1 | 3.1 | 6.2 | 4.2 | 0.9 | -0.2 | 235.6 | -2.0 | 0.8 | 1.6 | -4.5
CN(Cc1ccccc1)C(=O)CCC1CCN(C(=O)CCC(F)(F)F)CC1 | 2.7 | 16.9 | 4.7 | -46.9 | 1.4 | -0.8 | -19.4 | -1.0 | 4.2 | 7.2 | 8.1
CCCC1(C)NC(=O)c2ccccc2O1 (stereo unspecified) | 3.8 | 36.3 | -0.2 | 5.7 | 4.3 | -2.4 | -12.1 | 2.2 | 13.6 | 1.4 | -13.9
CCN(CC)CCCNc1nc(-c2ccccc2)nc2ccccc12 | 0.8 | -7.4 | 1.5 | -19.4 | 1.1 | -2.0 | -24.4 | -0.2 | 11.4 | 2.3 | 1.5
C/C=C(/C)C(=O)Nc1cccc(C2=NOC3(C2)C[C@@H](C(N)=O)N(C(=O)/C=C/CC)C3)c1 (stereo partly specified) | 1.1 | -21.9 | 1.4 | -1.8 | 1.1 | -1.5 | 2.7 | -3.2 | 8.1 | -1.7 | 11.4
CC(C)c1ccc2oc(=O)cc(CN3CCCCC3)c2c1 | -1.4 | -24.5 | 3.0 | -2.2 | 2.6 | 6.9 | -18.0 | -0.9 | -32.7 | 11.9 | 2.1
CCOC(=O)CSc1nc2sc3c(c2c(=O)n1-c1ccc(OC)cc1)CCN(C)C3 | nt | 5.0 | 4.8 | -5.5 | 2.2 | -3.7 | -27.6 | nt | 17.5 | 2.5 | -11.0
Cc1ccc(CS(=O)(=O)CCC(=O)NCCCOC(C)C)cc1 | -0.5 | -8.2 | -9.2 | -5.8 | -1.6 | 1.2 | -14.8 | -0.4 | -7.0 | 2.5 | -3.4
Cc1cc(C)c(-c2c(N)cc(Br)cc2Br)c(N)c1 | nt | nt | -1.5 | -4.8 | 2.7 | 8.1 | nt | nt | -42.9 | -6.0 | 7.2
CS(=O)(=O)N1CCC(C(=O)Nc2ccc(OCc3ccccc3)cc2)CC1 | -0.1 | -25.6 | 1.7 | -3.8 | -1.5 | 0.4 | 7.1 | 1.1 | -2.2 | 0.8 | -3.1
Cc1ccccc1CNC(=O)CCNS(=O)(=O)c1ccc(OC(F)(F)F)cc1 | 2.6 | nt | 4.2 | -26.3 | 0.3 | -2.5 | 6.4 | -1.2 | 9.7 | 2.8 | 6.7
Cc1ccsc1/C=N/NC(=O)CNC(=O)c1ccc(S(=O)(=O)N2CCOCC2)cc1 | 0.2 | -6.6 | -13.0 | 2.1 | 2.5 | -0.5 | -12.0 | 0.2 | 3.5 | -2.7 | 3.1
CO/N=C/C(C#N)=C/c1cc(C(=O)c2ccccc2)cn1C | 1.3 | -16.4 | -10.2 | 5.0 | 4.0 | -1.1 | 200.5 | 1.1 | 6.3 | -5.9 | -10.0
COc1cccc(-n2c(-c3ccccc3)c[nH]c2=S)c1 | 3.1 | -10.4 | 4.7 | -19.0 | 3.9 | 0.2 | -0.3 | -3.5 | -1.3 | 6.7 | -2.0
CCOC(=O)CC1CCCCN1Cc1cn[nH]c1-c1ccc(F)cc1F (stereo unspecified) | 1.6 | -28.1 | -11.3 | 2.5 | -0.9 | -0.7 | -9.0 | 1.3 | 3.5 | -17.3 | -6.6
CCOC(=O)CC1C(=O)NCCN1C(=O)c1c(F)cccc1F (stereo unspecified) | 0.4 | 6.3 | 8.3 | 11.2 | 0.9 | -2.6 | -27.6 | -1.1 | 14.0 | -0.8 | -7.0
COc1ccc(C(=O)Nc2ccc(Nc3ccccc3)cc2)cc1[N+](=O)[O-] | 4.8 | 18.0 | 10.9 | 8.7 | 1.4 | 0.8 | 37.5 | 1.2 | -3.8 | -1.3 | -7.6
